Bioassay records: PubChem, several laboratories
PLK1 inh: PLK1 (human) kinase inhibition; inhibition, % at 10 µM; recombinant PLK1 kinase, TR-FRET peptide phosphorylation; P53350; 0.53% of 97,000 active;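 active = inhibition of 50% or more in the single-concentration screen; inactive = inhibition below 50%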;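 also: 0% = DMSO max control and 100% = H-89 dihydrochloride min control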
PTPN22 inh 2: inhibitors of human LYP (PTPN22) phosphatase; inhibition, % at 2 µM; 0.21% of 96,000 active; recombinant LYP catalytic domain, DiFMUP fluorescence; AID 640; Q9Y2R2;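 active = inhibition at 2 µM at or above a set limit, the screen mean plus 3 SD, cut at about 24% in these data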;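 also: 0% = DMSO with enzyme and 100% = enzyme fully blocked by orthovanadate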
Target sequence (Q9Y2R2 whole entry, looked up, the tested form may be a part): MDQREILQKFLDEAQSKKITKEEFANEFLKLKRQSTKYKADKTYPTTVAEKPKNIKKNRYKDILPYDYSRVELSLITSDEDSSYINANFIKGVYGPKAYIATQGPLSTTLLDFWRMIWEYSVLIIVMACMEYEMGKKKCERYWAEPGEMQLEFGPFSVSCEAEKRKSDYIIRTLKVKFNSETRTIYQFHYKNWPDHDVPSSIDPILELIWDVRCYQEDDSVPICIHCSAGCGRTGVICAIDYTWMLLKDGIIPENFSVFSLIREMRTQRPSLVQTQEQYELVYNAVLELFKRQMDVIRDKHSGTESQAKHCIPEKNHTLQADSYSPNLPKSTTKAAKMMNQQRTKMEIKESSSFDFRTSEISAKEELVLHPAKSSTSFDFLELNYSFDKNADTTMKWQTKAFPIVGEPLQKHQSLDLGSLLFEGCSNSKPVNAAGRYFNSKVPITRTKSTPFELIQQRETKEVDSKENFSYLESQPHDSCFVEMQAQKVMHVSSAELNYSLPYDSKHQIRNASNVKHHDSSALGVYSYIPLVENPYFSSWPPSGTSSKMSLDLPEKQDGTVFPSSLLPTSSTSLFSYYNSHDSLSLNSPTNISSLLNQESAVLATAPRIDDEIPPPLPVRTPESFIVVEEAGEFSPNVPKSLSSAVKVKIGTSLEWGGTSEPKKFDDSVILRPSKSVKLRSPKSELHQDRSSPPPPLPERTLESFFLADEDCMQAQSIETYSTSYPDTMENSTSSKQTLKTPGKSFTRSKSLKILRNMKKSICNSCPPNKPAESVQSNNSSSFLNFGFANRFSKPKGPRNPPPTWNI
Plk1 PBD FP: Plk1 (human) PBD binding inhibition; inhibition, %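 (tested at about 20 µM)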; P53350; Plk1 PBD phosphopeptide binding, fluorescence polarization; 0.13% of 97,000 active; in the data active = inhibition above about 34%, passing the limit was not always enough
LYP act: LYP (human) phosphatase activation. Q9Y2R2. recombinant LYP, DiFMUP fluorescence; 0 = plate median, 100 = signal doubled. activation, % at 2 µM. 0.11% of 96,000 active. AID 697;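 active = activation at 2 µM above a set limit, the mean plus 5 SD, cut at about 37% in these data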
Candida biofilm: kills Candida albicans biofilms. C. albicans biofilm + clotrimazole, Alamar Blue. inhibition, % at 6 µM. 0.14% of 85,000 active. AID 834;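 active = inhibition above 20%; inactive = inhibition below 20%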;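 also: preformed 24 hr biofilms exposed to compound for 48 hr; 0% = biofilm without compound and 100% = blank killed by clotrimazole plus chlorhexidine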
EphB4 antag: blocks human EphB4 binding to ephrin-B2; P54760; EphB4 LBD / TNYL-RAW-Alexa532 peptide, fluorescence polarization; inhibition, % at 7 µM; 0.15% of 97,000 active;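 active = inhibition above the screen-wide mean inhibition plus 3 SD, cut at about 15% in these data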;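 also: 0% = DMSO wells and 100% = excess unlabeled TNYL-RAW peptide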
CYP2C9 inh: blocks human cytochrome P450 2C9; P11712; CYP2C9 Supersomes, luciferin-H conversion, luminescence; inhibition, % at 5 µM; 20% of 96,000 active; AID 777;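 active = blocking of liver enzyme CYP2C9 beyond about 50% at 5 µM, limit read from the data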; also: values of inactives mirror those of a sister screen read the other way
HIV Rev-RRE inh: HIV Rev-RRE protein-RNA interaction inhibition; P05866; Rev peptide-RRE RNA binding, FRET; inhibition, % at 8 µM; 0.79% of 97,000 active;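 active = inhibition above the screen-wide mean plus 3 SD, cut at about 35% in these data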;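 also: 0% = median DMSO wells and 100% = median Neomycin B control wells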
Target sequence (P05866 whole entry, looked up): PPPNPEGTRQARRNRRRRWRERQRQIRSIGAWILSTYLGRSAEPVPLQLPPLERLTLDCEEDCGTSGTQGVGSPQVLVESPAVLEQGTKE
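Assay system: Rev peptide and RRE RNA, both fluorescently labelled; times: 5 min preincubation and 15 min binding, 25 °C; detection: FRET, ex 480 nm, em 540 and 671 nm; read-out basis: % inhibition from 671/540 nm acceptor-to-donor ratio, scaled between controls; benchmarks: DMSO low control, neomycin B high control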
CYP2C9 act: activators of human CYP2C9; activation factor at 5 µM; recombinant CYP2C9, luciferin-H conversion, luminescence; active compounds read high; factor 1 = untreated enzyme, 0 = blocked; P11712; 1.4% of 96,000 active;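 active = activation factor of 2 or more for CYP2C9 at a 5 µM dose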;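 also: 0 = sulfaphenazole-blocked wells and 1 = vehicle-only wells; values of inactives mirror those of a sister screen read the other way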
The depositor's hits bear a star. Random draw from the library (roughly 20% active in at least one column).

What do the screens show for `O=c1c2c3c(sc2n2cnnc2n1CCc1ccccc1)CCCC3`?
PLK1 inh: -11; PTPN22 inh 2: 5; Plk1 PBD FP: -25; LYP act: -5; Candida biofilm: -4; EphB4 antag: 3; CYP2C9 inh: 11; HIV Rev-RRE inh: 8; CYP2C9 act: 0.9

What do the screens show for `NC(=O)C1(c2ccccc2)CCOCC1`?
PLK1 inh: -4; PTPN22 inh 2: 6; Plk1 PBD FP: 7; LYP act: -6; Candida biofilm: 6; EphB4 antag: 2; CYP2C9 inh: 3; HIV Rev-RRE inh: 11; CYP2C9 act: 1

Results for COC(=O)C(Cc1ccc(OC(=O)c2ccc(C)cc2)cc1)N1Cc2ccccc2C1=O (stereo not drawn) ?
PLK1 inh: -2; PTPN22 inh 2: -8; Plk1 PBD FP: -28; LYP act: 12; EphB4 antag: 0; CYP2C9 inh: 50*; HIV Rev-RRE inh: 6; CYP2C9 act: 0.5

How did N#Cc1c(-c2ccccc2)nc(SCc2nc(N)nc(N3CCCCC3)n2)[nH]c1=O do in these assays?
PLK1 inh: -16; PTPN22 inh 2: 6; Plk1 PBD FP: -8; LYP act: -6; Candida biofilm: 2; EphB4 antag: 7; CYP2C9 inh: 48; HIV Rev-RRE inh: -1; CYP2C9 act: 0.5

How did Cc1ccccc1OCC(=O)N/N=C/c1cc2ccccc2nc1Cl do in these assays?
PLK1 inh: 6; PTPN22 inh 2: 16; Plk1 PBD FP: 5; LYP act: -13; EphB4 antag: -1; CYP2C9 inh: 24; HIV Rev-RRE inh: 14; CYP2C9 act: 0.8

How did O=C(Cn1ncc2c(=O)oc3ccccc3c21)N1CCCc2ccccc21 do in these assays?
PLK1 inh: -2; PTPN22 inh 2: -8; Plk1 PBD FP: -6; LYP act: 5; EphB4 antag: 7; CYP2C9 inh: 67*; HIV Rev-RRE inh: 3; CYP2C9 act: 0.3

What do the screens show for `COc1ccc2cnn(-c3ccc(C)cc3)c(=O)c2c1OC`?
PLK1 inh: -4; PTPN22 inh 2: 3; Plk1 PBD FP: 12; LYP act: -1; Candida biofilm: -2; EphB4 antag: 2; CYP2C9 inh: 65*; HIV Rev-RRE inh: 7; CYP2C9 act: 0.4

What do the screens show for `Cc1cc(=O)n(CNC(=O)c2ccccc2)c(=S)[nH]1`?
PLK1 inh: -1; PTPN22 inh 2: -1; Plk1 PBD FP: -28; LYP act: 5; Candida biofilm: 6; EphB4 antag: 0; CYP2C9 inh: 1; HIV Rev-RRE inh: 7; CYP2C9 act: 1

How did COC(=O)CNc1n[nH]c(=S)[nH]c1=O do in these assays?
PLK1 inh: -3; PTPN22 inh 2: -9; Plk1 PBD FP: -18; LYP act: 7; Candida biofilm: 2; EphB4 antag: 5; CYP2C9 inh: 10; HIV Rev-RRE inh: 9; CYP2C9 act: 0.9

How did CCNc1ccc(Br)cc(C(=O)/C=C/c2ccc3c(c2)OCO3)c1=O do in these assays?
PLK1 inh: 4; PTPN22 inh 2: 0; Plk1 PBD FP: -9; LYP act: 2; EphB4 antag: -13; CYP2C9 inh: 31; HIV Rev-RRE inh: 27; CYP2C9 act: 0.7

Results for CC(=O)SCC(C)C(=O)NCc1ccccc1 (stereo not drawn) ?
PLK1 inh: -2; PTPN22 inh 2: 7; Plk1 PBD FP: 3; LYP act: -4; Candida biofilm: 3; EphB4 antag: 1; CYP2C9 inh: 0; HIV Rev-RRE inh: 2; CYP2C9 act: 1

What do the screens show for `Cc1ccccc1C(=O)N/N=C/c1ccc([N+](=O)[O-])s1`?
PLK1 inh: -15; PTPN22 inh 2: 1; Plk1 PBD FP: 8; LYP act: -1; Candida biofilm: 5; EphB4 antag: 3; CYP2C9 inh: 22; HIV Rev-RRE inh: 11; CYP2C9 act: 0.8

How did Cc1ccc(-c2nnn(CC(=O)NC3CCN(Cc4ccccc4)CC3)n2)cc1 do in these assays?
PLK1 inh: -7; PTPN22 inh 2: 8; Plk1 PBD FP: -17; LYP act: -8; Candida biofilm: 2; EphB4 antag: 2; HIV Rev-RRE inh: 9

What do the screens show for `COc1ccc(C(=O)NCc2cccnc2)cc1`?
PLK1 inh: -10; PTPN22 inh 2: -11; Plk1 PBD FP: 8; LYP act: 10; Candida biofilm: 5; EphB4 antag: 2; HIV Rev-RRE inh: 8

How did Cc1cccc(-c2noc(CCCOc3ccc(Cl)cc3Cl)n2)c1 do in these assays?
PLK1 inh: 7; PTPN22 inh 2: -8; Plk1 PBD FP: 27; LYP act: 11; Candida biofilm: 2; EphB4 antag: -8; CYP2C9 inh: 39; HIV Rev-RRE inh: 12; CYP2C9 act: 0.6

How did C=CCNC(=O)C1CC(=O)N(c2ccc(OCC(=O)Nc3ccc(Cl)c(C(F)(F)F)c3)cc2)C1 (stereo not drawn) do in these assays?
PLK1 inh: -4; PTPN22 inh 2: -20; Plk1 PBD FP: 2; LYP act: 23; Candida biofilm: 1; EphB4 antag: -7; CYP2C9 inh: 5; HIV Rev-RRE inh: 20; CYP2C9 act: 1

What do the screens show for `CCSc1nc(C)c(CC)c(C)c1C(N)=O`?
PLK1 inh: -6; PTPN22 inh 2: 9; Plk1 PBD FP: 4; LYP act: -9; Candida biofilm: 4; EphB4 antag: 4; CYP2C9 inh: -9; HIV Rev-RRE inh: 9; CYP2C9 act: 1.1

Results for CC(Sc1nnc(COc2ccc3ccccc3c2)n1C)C(=O)O (stereo not drawn) ?
PLK1 inh: -6; PTPN22 inh 2: 1; Plk1 PBD FP: -5; LYP act: -3; Candida biofilm: 6; EphB4 antag: 6; CYP2C9 inh: 3; HIV Rev-RRE inh: 5; CYP2C9 act: 1

What do the screens show for `CNC(=O)c1c[nH]n2c(=O)c(Cc3ccccc3F)c(C)nc12`?
PLK1 inh: 7; PTPN22 inh 2: 2; Plk1 PBD FP: 3; LYP act: -5; Candida biofilm: 7; EphB4 antag: -1; CYP2C9 inh: 7; HIV Rev-RRE inh: 7; CYP2C9 act: 0.9

Results for CN=C1S/C(=C\c2ccc(N3CCOCC3)c(F)c2)C(=O)N1C ?
PLK1 inh: -11; PTPN22 inh 2: 3; Plk1 PBD FP: 13; LYP act: -2; EphB4 antag: 7; CYP2C9 inh: 7; HIV Rev-RRE inh: 10; CYP2C9 act: 0.9

How did Cc1cc(C)n(-c2ccc(N3CCOCC3)nn2)n1 do in these assays?
PLK1 inh: -5; PTPN22 inh 2: 2; Plk1 PBD FP: 19; LYP act: 2; Candida biofilm: -3; EphB4 antag: -5; CYP2C9 inh: 13; HIV Rev-RRE inh: 6; CYP2C9 act: 0.9

How did COc1ccc2c(c1)cc1n2CCN2CCCN=C12 do in these assays?
PLK1 inh: -6; PTPN22 inh 2: -3; Plk1 PBD FP: 3; LYP act: 2; Candida biofilm: 1; EphB4 antag: -7; CYP2C9 inh: -16; HIV Rev-RRE inh: 1; CYP2C9 act: 1.2

What do the screens show for `COc1cc(/C=C2/C(=N)N3OC(C)=CC3=NC2=O)ccc1OCCOc1ccc(C)cc1`?
PLK1 inh: -25; PTPN22 inh 2: 17; Plk1 PBD FP: 9; LYP act: -13; EphB4 antag: 4; CYP2C9 inh: 13; HIV Rev-RRE inh: 8; CYP2C9 act: 0.9

How did CCN(CC)CCn1c(NCc2cccc(OC)c2)nc2ccccc21 do in these assays?
PLK1 inh: -3; PTPN22 inh 2: -2; Plk1 PBD FP: -9; LYP act: -1; Candida biofilm: 1; EphB4 antag: 8; CYP2C9 inh: 0; HIV Rev-RRE inh: 4; CYP2C9 act: 1

How did COc1ccc(CCNC(=O)CC2Nc3cc(C)c(C)cc3NC2=O)cc1OC (stereo not drawn) do in these assays?
PLK1 inh: -4; PTPN22 inh 2: -5; Plk1 PBD FP: 3; LYP act: 3; Candida biofilm: 12; EphB4 antag: -5; CYP2C9 inh: 5; HIV Rev-RRE inh: 4; CYP2C9 act: 0.9

Results for CCOC(=O)c1nn(-c2ccc(F)cc2)c(C)c1C(C)=O ?
PLK1 inh: 2; PTPN22 inh 2: 13; Plk1 PBD FP: 16; LYP act: -12; EphB4 antag: 11; CYP2C9 inh: 19; HIV Rev-RRE inh: 7; CYP2C9 act: 0.8

How did COc1ccc(CC(=O)NC2=NCCS2)cc1 do in these assays?
PLK1 inh: -7; PTPN22 inh 2: 4; Plk1 PBD FP: -13; LYP act: -1; EphB4 antag: 3; CYP2C9 inh: 0; HIV Rev-RRE inh: 8; CYP2C9 act: 1

Results for CSc1nc2ccccc2n1CC(=O)Nc1ccccc1 ?
PLK1 inh: -18; PTPN22 inh 2: -6; Plk1 PBD FP: 4; LYP act: 4; Candida biofilm: 3; EphB4 antag: -9; CYP2C9 inh: 79*; HIV Rev-RRE inh: 3; CYP2C9 act: 0.2

Results for CSc1ncc(Cl)c(C(=O)Nc2sc3c(c2C(=O)NCc2ccco2)CCCC3)n1 ?
PLK1 inh: -6; PTPN22 inh 2: 0; Plk1 PBD FP: -1; LYP act: -1; EphB4 antag: 0; CYP2C9 inh: 28; HIV Rev-RRE inh: 4; CYP2C9 act: 0.7

Results for COc1ccc(OC)c(NC(=O)c2ccc(S(=O)(=O)N3CCN(C)CC3)cc2)c1 ?
PLK1 inh: -3; PTPN22 inh 2: -3; Plk1 PBD FP: -16; LYP act: 1; Candida biofilm: 6; EphB4 antag: 0; CYP2C9 inh: 17; HIV Rev-RRE inh: 8; CYP2C9 act: 0.8

Results for O=C(NC1(C(F)(F)F)C(=O)Nc2c1c(=O)[nH]c(=O)n2Cc1ccccc1)c1ccc(Cl)cc1 (stereo not drawn) ?
PLK1 inh: -8; PTPN22 inh 2: 5; Plk1 PBD FP: 12; LYP act: -2; Candida biofilm: -6; EphB4 antag: 1; CYP2C9 inh: 22; HIV Rev-RRE inh: 7; CYP2C9 act: 0.8

What do the screens show for `N/C(=N\OC(=O)c1cccc(Cl)c1)c1cccnc1`?
PLK1 inh: -11; PTPN22 inh 2: -6; Plk1 PBD FP: -6; LYP act: 7; Candida biofilm: 0; EphB4 antag: -4; CYP2C9 inh: 10; HIV Rev-RRE inh: -2; CYP2C9 act: 0.9

What do the screens show for `COCCCn1c(SCC(N)=O)nnc1-c1ccccc1`?
PLK1 inh: 10; PTPN22 inh 2: -15; Plk1 PBD FP: 22; LYP act: 12; Candida biofilm: 3; EphB4 antag: 1; CYP2C9 inh: -6; HIV Rev-RRE inh: 5; CYP2C9 act: 1.1

How did CNc1oc(C)nc1S(=O)(=O)c1ccccc1 do in these assays?
PLK1 inh: -7; PTPN22 inh 2: -11; Plk1 PBD FP: 20; LYP act: 8; Candida biofilm: 3; EphB4 antag: -1; CYP2C9 inh: -3; HIV Rev-RRE inh: 2; CYP2C9 act: 1

What do the screens show for `O=C(NCCCN1CCN(c2cccc(Cl)c2)CC1)c1cccc(N2CCCC2=O)c1`?
PLK1 inh: 6; PTPN22 inh 2: 1; Plk1 PBD FP: -3; LYP act: 3; Candida biofilm: 5; EphB4 antag: 3; HIV Rev-RRE inh: 6
